Bioassay records deposited in PubChem by several laboratories.
thrombin 1536: inhibitors of human thrombin | P00734 | alpha-thrombin, Boc-VPR-AMC fluorogenic substrate cleavage | inhibition, % at 5 µM | 220,000 compounds, 0.26% hits;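 active = inhibition at or above 40%; inactive = inhibition below 40%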;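 also: 0% = enzyme with no compound and 100% = wells without enzyme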
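Material: human alpha-thrombin protein. Incubation: reaction at ambient temperature. Technique: fluorescence of released AMC, ex 355 nm, em 460 nm. Control set: no-compound enzyme wells and no-enzyme blanks. Also added: Boc-VPR-AMC substrate, 15 µM final. Buffer or medium: pH 7.5 Tris (50 mM) with NaCl 150 mM, Tween 20 0.05%.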
Rad51 HR inh: blocks human Rad51 in homologous recombination. hRad51 DNA strand exchange, fluorescence dequenching. Q06609. inhibition, % at 10 µM. 200,000 compounds, 0.085% hits;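 active = inhibition above 40% at the single screening dose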;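 also: 0% = DMSO control wells and 100% = blanks with heterologous ssDNA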
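System: human Rad51 nucleoprotein filaments preassembled on unlabelled ssDNA. Reagent: labelled 47-mer dsDNA for strand exchange. Schedule: 30-min compound preincubation and 15-min exchange, both room temperature. Measured by: FRET fluorescence dequenching, excitation 485 nm, emission 520 nm. Read-out: Fluorescence-based percent inhibition, control- and blank-normalised. Benchmarks: plate controls and plate blanks.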
p47phox inh: inhibitors of human p47phox binding; P14598; p47phox/p22phox peptide binding, fluorescence polarization, 2 h; inhibition, % at 24.7 µM; 220,000 compounds, 0.53% hits; AID 1274;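 also: 0% = p47phox with labelled peptide and 100% = labelled peptide alone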
KCC2 mod: modulates chloride dependent transport by human KCC2. B-score of Tl+ flux slope (higher = more flux/activation; lower = inhibition) at 10 µM. KCC2 cells, thallium flux FluoZin-2 fluorescence. 190,000 compounds, 2.2% hits. AID 1456. Q9H2X9;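 active = thallium flux slope and its plate-corrected score both differing from the plate sample mean at a set confidence after two filtering rounds, in either direction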;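 also: slope of fluorescence scaled to starting intensity during 10 to 20 s after thallium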
EBV gp42 inh: inhibitors of Epstein-Barr virus glycoprotein 42; inhibition, % (tested at 21.74 µM); AID 1085; Q1HVG2; Fluorescence polarization binding assay, mP read-out; 220,000 compounds, 0.42% hits; in the data active = inhibition above about 50%
eIF4E-4G inh: eIF4E/eIF4G interaction inhibition in translation initiation | P63073+Q04637 | TR-FRET eIF4E-eIF4GI(517-606) binding, 2 h | inhibition, % at 21.7 µM | 220,000 compounds, 0.37% hits;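 also: 0% = full FRET control wells and 100% = background wells lacking eIF4GI fragment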
Target sequence (P63073 whole entry, looked up, the tested form may be a part): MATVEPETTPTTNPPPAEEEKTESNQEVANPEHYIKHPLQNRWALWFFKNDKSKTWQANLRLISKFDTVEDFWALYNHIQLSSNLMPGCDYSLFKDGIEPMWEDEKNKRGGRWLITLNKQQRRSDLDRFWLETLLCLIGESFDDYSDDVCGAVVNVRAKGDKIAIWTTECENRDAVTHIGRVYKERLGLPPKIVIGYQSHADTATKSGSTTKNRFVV
Target sequence (Q04637 whole entry, looked up, the tested form may be a part): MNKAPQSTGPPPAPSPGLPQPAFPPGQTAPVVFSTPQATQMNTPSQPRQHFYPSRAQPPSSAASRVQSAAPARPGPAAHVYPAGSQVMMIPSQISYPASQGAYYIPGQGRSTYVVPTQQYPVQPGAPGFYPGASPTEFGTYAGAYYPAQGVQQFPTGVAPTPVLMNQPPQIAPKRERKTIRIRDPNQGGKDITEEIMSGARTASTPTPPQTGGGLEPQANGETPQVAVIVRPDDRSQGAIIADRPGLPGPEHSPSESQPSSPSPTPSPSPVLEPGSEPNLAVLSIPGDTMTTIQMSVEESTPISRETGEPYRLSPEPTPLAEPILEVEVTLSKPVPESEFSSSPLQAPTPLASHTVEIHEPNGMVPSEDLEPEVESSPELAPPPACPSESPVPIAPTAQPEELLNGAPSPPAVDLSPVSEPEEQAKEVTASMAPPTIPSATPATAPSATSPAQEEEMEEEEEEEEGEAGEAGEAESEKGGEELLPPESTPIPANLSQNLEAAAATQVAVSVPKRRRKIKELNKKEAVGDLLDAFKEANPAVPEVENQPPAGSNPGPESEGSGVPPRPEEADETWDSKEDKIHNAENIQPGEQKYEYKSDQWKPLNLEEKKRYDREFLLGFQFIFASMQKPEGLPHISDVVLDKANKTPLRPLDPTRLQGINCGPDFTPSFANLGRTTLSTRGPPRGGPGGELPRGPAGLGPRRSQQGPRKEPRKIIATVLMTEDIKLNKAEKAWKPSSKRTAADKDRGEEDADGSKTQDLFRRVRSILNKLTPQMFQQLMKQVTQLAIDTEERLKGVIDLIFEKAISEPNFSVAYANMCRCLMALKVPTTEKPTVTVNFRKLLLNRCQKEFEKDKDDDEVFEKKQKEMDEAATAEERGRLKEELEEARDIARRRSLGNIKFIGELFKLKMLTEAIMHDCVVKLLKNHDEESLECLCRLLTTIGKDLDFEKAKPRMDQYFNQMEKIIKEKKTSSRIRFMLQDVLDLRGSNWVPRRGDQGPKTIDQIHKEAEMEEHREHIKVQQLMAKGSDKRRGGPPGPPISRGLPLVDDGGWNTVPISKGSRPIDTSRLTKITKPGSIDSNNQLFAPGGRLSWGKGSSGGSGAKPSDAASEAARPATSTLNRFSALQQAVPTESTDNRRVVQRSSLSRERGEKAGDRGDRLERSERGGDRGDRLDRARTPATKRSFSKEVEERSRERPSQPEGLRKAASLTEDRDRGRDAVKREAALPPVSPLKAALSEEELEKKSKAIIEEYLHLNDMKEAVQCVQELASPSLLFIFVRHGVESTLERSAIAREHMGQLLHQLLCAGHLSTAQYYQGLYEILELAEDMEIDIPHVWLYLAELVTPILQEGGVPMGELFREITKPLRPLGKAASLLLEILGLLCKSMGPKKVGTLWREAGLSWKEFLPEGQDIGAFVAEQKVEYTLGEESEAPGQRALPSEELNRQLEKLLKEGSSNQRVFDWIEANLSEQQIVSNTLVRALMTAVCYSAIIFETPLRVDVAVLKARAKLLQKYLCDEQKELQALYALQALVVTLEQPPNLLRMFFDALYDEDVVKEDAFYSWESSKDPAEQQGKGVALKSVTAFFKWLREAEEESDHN
KLK5 inh: kallikrein 5 (human) inhibition | AID 873 | 210,000 compounds, 0.59% hits | Q9Y337 | recombinant hK5, fluorogenic AMC substrate cleavage | inhibition, % at 5 µM;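 active = inhibition of 40% or more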;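 also: 0% = enzyme controls without compound and 100% = no-enzyme blanks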
14-3-3 Bad PPI: disrupts binding of bovine 14-3-3 zeta to phospho-Bad peptide. 220,000 compounds, 0.71% hits. P63103. TR-FRET 14-3-3zeta/Dy647-pBad peptide displacement, 1 h. inhibition, % at 21.7 µM. AID 781;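 active = inhibition above about 70%, limit read from the data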;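 also: 0% = full 14-3-3 plus peptide FRET controls and 100% = background without 14-3-3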
Furin inhibitor: inhibitors of human furin. P09958. purified furin, fluorogenic substrate cleavage. inhibition, % at 30 µM. 220,000 compounds, 0.061% hits; in the data active = inhibition above about 25%; also: inactives centre near -15
Active calls of the source: *; . = no result given; & = joins results of further samples; [ ] = another dose, or the depositor's remark.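 The calls were made as follows, unless noted: active = inhibition above about 30% (limit read from the data); inactive = the rest.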 Hits appear at their usual frequency. About 4.7% of those tested had a hit in this group.

smiles,eIF4E-4G inh,thrombin 1536,14-3-3 Bad PPI,Furin inhibitor,KLK5 inh,KCC2 mod,p47phox inh,EBV gp42 inh,Rad51 HR inh
CCOc1ccc(N(CC(=O)NCC(C)C)S(C)(=O)=O)cc1,1,3,2[fluorescence artefact?],-21,1,0.49,2,-20,2
CCOC(=O)N1CCN(C(=O)/C=C/c2ccc([N+](=O)[O-])cc2)CC1,5,-2,11,-2,.,1.5,-7,9,.
Cc1ccccc1C(=O)N1CCN(c2ccc([N+](=O)[O-])c(N3CCOCC3)c2)CC1,0,5,-5,8,1,.,-12,-21,-1
CN(c1cccc(NC(=O)COc2ccc(Cl)cc2Cl)c1)S(C)(=O)=O,6[fluorescence artefact?],2,20,-26[20 µM],-9,-1.6,0,-10,-1
O=C(N/N=C/c1ccc([N+](=O)[O-])o1)c1cn2ccc3ccccc3c2n1,7,-2,36,-29,7,-0.0078,-8,0,0
CC(C)N(C(=O)Nc1ccc2nsnc2c1)C(C)C,3,-7,-12,-26,12,.,3,4,8
O=C(CN(Cc1ccc(F)cc1)C(=O)c1ccco1)NCc1ccc(F)cc1,1,5,1,-16[20 µM],-16,-0.85,-15,1,2
CCOc1ccc2nc(N3CCC(C(=O)N4CCN(C5CCCCC5)CC4)CC3)sc2c1,1,-1,7[fluorescence artefact?],-15,-9,-0.41,-8,-1,0
CC(NCc1cc(Br)ccc1OCC(=O)NCc1ccccc1)c1ccccc1 (stereo not drawn),-2,3,0,-28,2,-1,-2,-21,1
Cc1nc(-c2cn[nH]c2-c2ccc(O)cc2O)cs1,4,-8,9,-4,-16,0.22,-13,-13,-2
Cc1csc(NC(=O)c2sc3nc(-c4cccs4)ccc3c2N)n1,-11[fluorescence artefact?],2,4[fluorescence artefact?],-17[20 µM],1,.,2,4,4
CCCNc1sc(S(=O)(=O)CCC)nc1S(=O)(=O)c1ccc(C)cc1,2,-22,-5,-26,-3,-0.64,-9,-5,2
COC(=O)NC(NC(=S)Nc1ccc([N+](=O)[O-])cc1)C(Cl)(Cl)Cl (stereo not drawn),-1,-2,11,9[20 µM],-1,1.4,-7,-1,10
COCCNC(=O)C(OC(=O)CC1Sc2ccccc2NC1=O)c1ccncc1 (stereo not drawn),-2,-4,-12,-20[20 µM],1,0.31,-2,-20,-3
CC(Nc1ccc(F)cc1F)C(=O)NC(=O)NC1CCCCC1 (stereo not drawn),-6,.,-9,-33,0,-0.23,-7,-12,-3
Cc1ccc(S(=O)(=O)N(CC(=O)NCCSc2ccccn2)c2cc(C)cc(C)c2)cc1,-13,-2,7,-9[20 µM],1,.,-15,7,-11
CCn1cc(C(=O)NCCCOC)c2cc(OC)c(OC)cc2c1=O,4,4,1,-1,-14,-0.14,-8,-17,5
CCOc1ccc(S(=O)(=O)N2c3ccccc3CC2C)cc1 (stereo not drawn),-3,-4,12,-5[20 µM],-11,-1.3,8,5,-12
COCC(C)n1c(C)cc(C(=O)COC(=O)c2nc3nc(C)cc(C)n3n2)c1C (stereo not drawn),4,-1,-1,-13,1,.,-28,-29,-8
NC(=O)c1nn(-c2ccc(Oc3ccccc3)cc2)c(=O)cc1O,3,0,-16,-14,10,.,-11,-12,-8
CC(=O)N(CCO)Cc1cc2cc(C)cc(C)c2[nH]c1=O,12,-3,8,-18,-11,0.091,-6,-11,2
CCc1nccn1S(=O)(=O)c1cc(OC)c(Cl)cc1OC,1,-3,-6[fluorescence artefact?],-9,-5,.,1,1,20
Nc1nc(Cl)nc2c1ncn2[C@H]1C[C@H](O)[C@@H](CO)O1,1&1,-2,-5&-1,-11,-8,-0.71&-0.025,2&-14,-12&-13,-3
Cc1ccc(C(=O)COc2ccccc2-c2ccccc2)cc1C,3,-3,2,-22,-7,0.11,-1,-3,4
C#CCNC(=O)C1=C[C@H](C2CC2)C[C@H](OCCCCO)O1,6,-1,2,-33,1,0.76,.,-4,4
COc1ccc2oc(/C=C/N(C)C)c(C(=O)c3ccc(Cl)cc3)c2c1,8,8,-13,-8,14,0.38,-33,-2,-10
COc1cc(OC)cc(C(=O)NC(=S)Nc2ccc3c4c(cccc24)CC3)c1,-12,6,-13,-19[20 µM],-27,.,-29,-15,0
N#Cc1ccc(CSc2nnc(Cc3cccs3)n2Cc2ccco2)cc1,1,1,0,-5[20 µM],7,-0.025,-4,-5,-10
CCc1ccc(NC(=O)C2CCCN(S(=O)(=O)c3c(C)[nH]c(=O)[nH]c3=O)C2)cc1 (stereo not drawn),0,-9,-9,-19,-5,0.07,-1,-1,-3
CCCc1cc(=O)oc2cc(OCC(=O)OC)cc(OCC(=O)OC)c12,.,-1,.,-34,-30,.,12,1,-2

An excerpt from above in order of length of the SMILES, ascending:
smiles,eIF4E-4G inh,thrombin 1536,14-3-3 Bad PPI,Furin inhibitor,KLK5 inh,KCC2 mod,p47phox inh,EBV gp42 inh,Rad51 HR inh
CC(C)N(C(=O)Nc1ccc2nsnc2c1)C(C)C,3,-7,-12,-26,12,.,3,4,8
CCOc1ccc(S(=O)(=O)N2c3ccccc3CC2C)cc1 (stereo not drawn),-3,-4,12,-5[20 µM],-11,-1.3,8,5,-12
CC(=O)N(CCO)Cc1cc2cc(C)cc(C)c2[nH]c1=O,12,-3,8,-18,-11,0.091,-6,-11,2
N#Cc1ccc(CSc2nnc(Cc3cccs3)n2Cc2ccco2)cc1,1,1,0,-5[20 µM],7,-0.025,-4,-5,-10
NC(=O)c1nn(-c2ccc(Oc3ccccc3)cc2)c(=O)cc1O,3,0,-16,-14,10,.,-11,-12,-8
C#CCNC(=O)C1=C[C@H](C2CC2)C[C@H](OCCCCO)O1,6,-1,2,-33,1,0.76,.,-4,4
CC(NCc1cc(Br)ccc1OCC(=O)NCc1ccccc1)c1ccccc1 (stereo not drawn),-2,3,0,-28,2,-1,-2,-21,1
CCCNc1sc(S(=O)(=O)CCC)nc1S(=O)(=O)c1ccc(C)cc1,2,-22,-5,-26,-3,-0.64,-9,-5,2
COc1cc(OC)cc(C(=O)NC(=S)Nc2ccc3c4c(cccc24)CC3)c1,-12,6,-13,-19[20 µM],-27,.,-29,-15,0
CCOC(=O)N1CCN(C(=O)/C=C/c2ccc([N+](=O)[O-])cc2)CC1,5,-2,11,-2,.,1.5,-7,9,.
COCC(C)n1c(C)cc(C(=O)COC(=O)c2nc3nc(C)cc(C)n3n2)c1C (stereo not drawn),4,-1,-1,-13,1,.,-28,-29,-8

The results go on:
smiles,eIF4E-4G inh,thrombin 1536,14-3-3 Bad PPI,Furin inhibitor,KLK5 inh,KCC2 mod,p47phox inh,EBV gp42 inh,Rad51 HR inh
CN(C)/C=C1\C(=O)ON=C1c1ccccc1,-3,-13,6,-19,-1,-0.52,-9,-17,8
CCCN1CCCc2ccccc21,-8,-3,70,-26[20 µM],4,-0.022,-1,-2,-5
COc1ccccc1-c1nnc2sc(-c3ccc(N(C)C)cc3)nn12,2,-6,-5,-21,-22,-0.58,-22,-4,7
CC(C)C(NC(=O)c1ccccc1F)C(=O)Nc1nccs1 (stereo not drawn),1,-1,-9,-20,-19,0.59,-8,-2,4
COc1ccc2occ(C(C)=O)c2c1,4,-1,6[fluorescence artefact?],-9[20 µM],-21,-0.24,-6,-13,-6
CCOC(=O)c1sc(C)c2c(=O)n(Cc3ccc(Cl)cc3)c(C)nc12,0,0,-9,-19[20 µM],-23,-0.16,-44,-30,2
Cc1ccc(NC(=O)CSc2nn(-c3ccccc3)c(=S)s2)cc1S(=O)(=O)N(C)C,-3[fluorescence artefact?],-4,-13,-4,-94,-0.67,-41,-3,6
C/C=C/c1ccc(OCCCCN2C(=O)NC(C)(C)C2=O)c(OC)c1,-10,-7,-3,-10[20 µM],-3,0.43,4,6,1
Cc1ccc(CN2CCN(C(=O)C3CCC3)CC2)cc1,-2,2,6,-7[20 µM],15,2.5,-5,4,-3
CC(=O)c1cc2c(cc1NS(=O)(=O)c1ccc(F)cc1)OCO2,1,-4,-6,-18,-3,-0.41,1,13,13
O=C1CC(SCc2nc3ccccc3[nH]2)C(=O)N1c1ccc(Cl)cc1 (stereo not drawn),5,-5,5,-14[20 µM],-10,.,-2,10,-4
COc1ccc(C2=NOC(C(=O)Nc3cc(C)nn3-c3ccccc3)C2)cc1OC (stereo not drawn),-1,3,5,4,-4,.,-11,-6,3
S=c1[nH]nc(-c2ccccc2)n1/N=C/c1ccc(-c2ccccc2Cl)o1,10,-3,26,-9,-8,6.8*,14,7,.
Cc1sc2ncn(CC(=O)OC(C)C)c(=O)c2c1C,4,-2,10,-11[20 µM],-10,-0.14,-15,-11,-8
O=C(O)CCNc1ccc2c(c1)OCCO2,-16,1,63,-14[20 µM],-3,0.025,-22,-9,-7
O=C(C[n+]1ccccc1)N/N=C/c1cccs1,-3,-15,-7,-10,0,0.84,-6,-8,15
Cc1cc(NC(=O)COc2cccc(Oc3ccccc3)c2)no1,-3,-5,8,-24[20 µM],-3,-1.2,-3,-5,-6
O=C(CSc1nc2ccccc2c(=O)n1Cc1ccco1)N1CCCCCC1,5,-2,9,-2,-22,-1.6,-22,-2,0
CC(NC(=O)NC1CCCCC1)c1ccccc1 (stereo not drawn),18,-3,4[fluorescence artefact?],-16,-13,0.98,-7,-10,0
CCOC(=O)N1CCC(N2C(=O)c3ccccc3C2Nc2cc(C)cc(C)c2)CC1 (stereo not drawn),0,-5,-3,-21,-4,0.12,-1,3,13
